Screening results (PubChem)
RORg inh: inhibitors of mouse ROR gamma transcriptional activity. P51450. AID 2551. Drosophila S2 Gal4-RORgamma UAS-luciferase reporter, 20 h. Potency, µM (series often up to 53.6 µM), inactives show at the highest dose activity change, negative = inhibition, hits mostly inhibitors. 310,000 tested, 5.4% active; note: % is set by controls: 0 for no effect and ±100 for the full control effect; nearly all actives have a fitted effect of over 60% in size
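Stable Schneider cell line, Gal4 DNA-binding domain fused to ROR gamma, UAS-luciferase. Cmpd 1 hr RT → CuSO4 700 uM final → 20 hr RT → luciferase reagent 10 min → luminescence.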
Gal4-VP16 FLuc: Gal4-VP16 reporter inhibition counter-screen. Drosophila S2 Gal4-VP16 UAS-luciferase, luminescence, 20 h. 310,000 tested, 3.5% active. Potency, µM (series often up to 53.6 µM), inactives show at the top dose activity, negative = inhibition, usual class: inhibitors;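 note: Gal4-VP16 expression switched on by copper sulfate through the metallothionein promoter; % is set by controls: 0 for no effect and ±100 for the full control effect; nearly all actives have a fitted effect of over 50% in size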
ELG1 genotox: genotoxicity induction in ELG1-luciferase HEK293T cells; 330,000 tested, 1.3% active; Potency, µM (series often up to 46 µM), inactives show top-dose activity change, positive = activation, usual class: activators; HEK293T ELG1-luciferase reporter, luminescence, 16 h; note: % of control where 0% means no effect; nearly all actives have a fitted effect of over 60% in size
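After overnight (16 hr) compound treatment at 37 °C, ELG1-luciferase HEK293T cells were lysed with ONE-Glo; luminescence quantified 30 min later at room temperature.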
MBNL1-CUG inh: inhibitors of human MBNL1 binding to CUG repeat RNA. TR-FRET MBNL1-His/biotin-(CUG)12 binding, 665/545 ratio. Potency, µM (doses to about 57.5 µM), inactives show top-dose activity change, negative = inhibition, most hits filed as inhibitors. 280,000 tested, 0.036% active; active = well fitted inhibition curve with a large enough effect in the signal ratio, with a control signal flat, not every such curve was filed as active; inconclusive = small, poorly fitted or top-dose-only effect, or effect the other way, or a change in a side signal; inactive = no such curve, though single readings can be large or run the other way; the % refers to the signal ratio; note: % is set by controls: 0 for no effect and ±100 for the full control effect
Target sequence (Q9NR56 whole entry, looked up): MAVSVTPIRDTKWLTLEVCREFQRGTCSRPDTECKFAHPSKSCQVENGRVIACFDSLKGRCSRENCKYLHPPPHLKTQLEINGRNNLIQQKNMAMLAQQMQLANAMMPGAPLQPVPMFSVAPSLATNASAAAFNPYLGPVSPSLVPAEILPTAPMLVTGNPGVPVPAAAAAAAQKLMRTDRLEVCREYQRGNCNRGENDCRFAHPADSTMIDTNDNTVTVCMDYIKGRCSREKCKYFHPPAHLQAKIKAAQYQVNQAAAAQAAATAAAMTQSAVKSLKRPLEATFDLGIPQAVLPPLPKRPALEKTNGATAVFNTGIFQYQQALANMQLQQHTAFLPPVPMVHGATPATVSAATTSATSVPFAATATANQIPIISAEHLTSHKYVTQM
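TR-FRET between His-tagged MBNL1 and biotin-(CUG)12 RNA, detected with Tb anti-His antibody (0.055 ng/ul) and streptavidin-XL665 (5 nM), 60 min at room temperature. Compounds titrated 92 nM to 58 uM; 665/545 nm ratio normalized to buffer and complex controls.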
NPC1 promoter act: NPC1 promoter activation; Huh7 NPC1 promoter luciferase reporter, 24 h; Potency, µM (titrated, usually from 9.22 µM), inactives show top-dose activation, most hits filed as activators; 320,000 tested, 2.4% active;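 note: % of control where 0% means no effect; nearly all actives have a fitted effect of over 60% in size; reporter is driven by a mutant NPC1 promoter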
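Cells: Huh7 expressing luciferase under the NPC1 promoter, 1500/well. Seeded 2 h, compound added, incubated 24 h at 37 °C. Luciferase reagent, 10 min ambient, then luminescence.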
uPA surface inh: blocks generation of uPA at the cell surface; Potency, µM (doses to about 38.3 µM), for the others: at the highest dose activity change, negative = inhibition, usual class: inhibitors; AID 540303; 330,000 tested, 0.31% active; cell surface uPA generation assay, qHTS; active = well fitted inhibition curve with a large enough effect; inconclusive = small, poorly fitted or top-dose-only effect; inactive = no such curve, though single readings can be large or run the other way; tested in mouse RAW 264.7 cells; note: % is set by controls: 0 for no effect and ±100 for the full control effect; nearly all actives have a fitted effect of over 55% in size
BRCA1 expr act: activators of BRCA1 expression; MCF7-BRCA1-FFLuc reporter, luminescence, 48 h; response scale: scaled: vehicle 0%, 10 µM genistein 100%; Potency, µM (highest dose often 46.1 µM), for inactives: at the highest dose activation, actives largely listed as activators; 380,000 tested, 1.1% active; AID 624202; note: nearly all actives have a fitted effect of over 80% in size; some results filed as inactive show a strong effect at the top dose
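Cells: MCF7-BRCA1-FFLuc, 2000/well. Exposure: 48 h, 37 °C, 5% CO2. Read: luminescence, 15 min post-substrate. Controls: genistein 10 microM (maximal activation), DMSO (neutral).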
p53 reactivator: re-activators of mutant p53; H1299 p53-A138V BP100-luciferase reporter, luminescence, 24 h; Potency, µM (highest dose often 92.2 µM), without a hit: at the highest dose activity change, positive = activation, usual class: activators; 320,000 tested, 0.063% active; AID 504706; note: % of control where 0% means no effect; nearly all actives have a fitted effect of over 45% in size
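H1299 (p53-null), stable ts p53-A138V + BP100-Luc; 1000 cells/well, Opti-MEM/10% FBS; cpd 4 pt, 1:5; 24 h, 37 deg C, 5% CO2; detection reagent 10 min RT; luminescence.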
Rab9 promoter act: Rab9 promoter activation; Potency, µM (highest dose often 9.22 µM), for inactives: top-dose activation, negative = inhibition, usual class: activators; Huh7 Rab9 promoter-luciferase reporter, luminescence, 24 h; 320,000 tested, 2.8% active; note: % of control where 0% means no effect; nearly all actives have a fitted effect of over 60% in size
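Using Huh7 cells stably transfected with Rab9 promoter–luciferase, compounds were incubated 24 h at 37 °C, 5% CO2; luciferase luminescence was read 10 min after reagent addition.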
FLuc modulator: counter-screen for miR-21 project: firefly luciferase inhibitors or activators; purified FLuc, Km substrates, luminescence inhibition; 360,000 tested, 6.9% active; Potency, µM (doses to about 57.5 µM), for inactives: at the top dose activity change, negative = inhibition, actives largely listed as inhibitors; P08659; AID 588342;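 note: plate controls were vehicle for no effect and reference inhibitor for full effect; nearly all actives have a fitted effect of over 55% in size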
Target sequence (P08659 whole entry, looked up): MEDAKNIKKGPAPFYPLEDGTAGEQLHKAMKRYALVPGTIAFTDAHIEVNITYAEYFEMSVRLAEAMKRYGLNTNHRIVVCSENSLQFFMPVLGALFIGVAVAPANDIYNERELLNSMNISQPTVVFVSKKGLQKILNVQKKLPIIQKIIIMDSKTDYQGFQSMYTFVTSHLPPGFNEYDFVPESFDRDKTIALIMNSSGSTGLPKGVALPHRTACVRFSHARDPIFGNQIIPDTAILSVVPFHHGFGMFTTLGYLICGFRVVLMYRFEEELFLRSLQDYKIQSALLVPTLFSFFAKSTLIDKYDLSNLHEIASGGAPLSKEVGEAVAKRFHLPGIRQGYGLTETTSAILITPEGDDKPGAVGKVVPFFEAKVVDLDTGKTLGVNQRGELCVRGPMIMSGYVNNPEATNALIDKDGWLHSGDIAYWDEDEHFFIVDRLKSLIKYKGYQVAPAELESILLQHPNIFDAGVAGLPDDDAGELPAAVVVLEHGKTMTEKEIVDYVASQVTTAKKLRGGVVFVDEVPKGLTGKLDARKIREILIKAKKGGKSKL
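Biochemical qHTS of compounds, final roughly 60 µM downward over six points, against 10 nM purified firefly luciferase using Km concentrations of substrates (10 uM D-luciferin, 10 uM ATP) in Tris acetate pH 7.5 buffer; luminescence output.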
* = called active by the depositor; ? = inconclusive; · = no result given; & = joins results of further samples; [ ] = remark or other dose. Unless noted, calls come from the whole dose curve; as a rule, active = well fitted curve in the direction sought with a large enough effect; inconclusive = small, poorly fitted or top-dose-only effect, or another doubt; inactive = no such curve, though single readings can be large; an effect the other way counts as inactive or inconclusive. Potency is the fitted concentration of half-maximal effect.

SMILES	RORg inh	Gal4-VP16 FLuc	ELG1 genotox	MBNL1-CUG inh	NPC1 promoter act	uPA surface inh	BRCA1 expr act	p53 reactivator	Rab9 promoter act	FLuc modulator
CC(C)c1[nH]nc2c1C(C1C=CCCC1)C(C#N)=C(N)O2 (stereo unspecified)	?	-1.8%	1.8%	25.7%	-8.5%	?	-26.0%	-7.0%	-18.2%	-1.2%
O=C1N=C2SCCN2/C1=C\c1ccccc1Cl	-20.8%	-3.6%	2.1%	11.0%	-3.6%	-0.7%	-4.2%	-3.9%	-0.6%	-0.5%
CCOC(=O)c1cc2sccc2n1CC(=O)N1CCc2ccccc21	-36.6%	-2.6%	13.8%	-4.5%	-6.4%	-22.7%	16.0%	-1.2%	-1.2%	1.1%
COc1ccc(CNC(=O)C(c2ccc(C)o2)N(C(=O)c2csnn2)c2ccc(C(C)C)cc2)cc1 (stereo unspecified)	31.6%	9.6%	-11.7%	2.3%	-2.1%	-9.3%	-47.4%	-0.2%	-0.5%	-1.4%
O=C1c2ccccc2C(=O)N1OCc1c(F)cccc1Cl	12.0%	8.3%[10 µM]	2.7%	18.4%	-4.9%	-0.6%	-3.6%	7.0%	-9.2%	?
CCN(CC(=O)Nc1cccc(OC)c1)c1ncnc2sc(C)c(C)c12	29.4%	?	0.3%	-17.4%	-3.3%	-1.2%	-39.7%	-8.8%	-15.6%	2.4%
CCCC(C(=O)NC(C)(C)CC)N(CC1CCCO1)C(=O)CNS(=O)(=O)c1ccc(F)cc1 (stereo unspecified)	-9.2%	14.6%	0.3%	1.3%	-8.3%	3.5%	0.3%	-0.5%	0.0%	0.2%
N#Cc1cccc(NC(=O)COC(=O)c2ccccc2C(=O)c2ccc(Cl)c([N+](=O)[O-])c2)c1	?	7.08µM*	-15.5%	-3.7%	-12.8%	-15.8%	-83.7%[inhibitor]	-30.3%[inhibitor]	-2.3%	4.5%
CC(C)(C)NS(=O)(=O)c1ccc(CCC(=O)NCc2ccc3c(c2)OCO3)cc1	-14.4%	?	-4.1%	-14.5%	-5.6%	-7.2%	-0.7%	-2.1%	0.5%	14.1%
CCSc1nnc(NC(=O)CN(C)S(=O)(=O)c2ccc(F)cc2)s1	20.9%	3.2%	-3.9%	-12.0%	-4.2%	1.0%	-5.5%	21.7%	2.7%	5.2%
CCC(C)[C@H](NC(=O)NCc1ccc(S(N)(=O)=O)cc1)C(=O)O (stereo partly specified)	-14.0%	0.6%	0.7%	-0.7%	-0.8%	5.2%	-2.9%	-6.9%	-7.2%	-0.5%
O=C(O)CC1(CC(=O)Nc2ccc(Cl)cc2C(=O)c2ccccc2)CCCC1	5.1%	-3.1%	3.1%	-15.0%	1.8%	-21.4%	-2.9%	-2.8%	-8.4%	-2.3%
Cc1ccccc1NC(=O)NC1(C(=O)N2CCOCC2)CCCCC1	-13.0%	1.8%	-0.5%	8.8%	1.0%	-2.2%	-8.8%	0.7%	0.5%	-0.5%
O=C(CN1CCN(S(=O)(=O)c2ccc(Cl)cc2)CC1)Nc1ccc2c(c1)OCCO2	16.9%	-1.9%	0.6%	3.5%	-4.5%	-6.1%	-28.8%	-2.9%	-0.5%	-2.1%
Cc1ccc(S(=O)(=O)N(C)c2ccc(OCC(=O)Nc3cccc(-n4cnnn4)c3C)cc2)cc1	21.3%	-1.1%	-1.7%	4.7%	-1.7%	-3.9%	-30.6%	-3.6%	-8.8%	0.0%
COc1cc2c(ccc3cc(OC)c(OC)c(O)c32)cc1O	-6.5%	0.9%	-16.5%	?	-14.6%	10µM*	-42.3%	-8.4%	-8.7%	?
CC(C)(C)NC(=O)CN(C(=O)CS(=O)CC(=O)Nc1ccc(F)cc1)c1ccccc1F (stereo unspecified)	8.6%	-1.7%	1.2%	-6.6%	-2.5%	3.5%	-0.8%	2.7%	-11.4%	-0.4%
CCOC(=O)c1ccc(-c2ccc(/C=C(\C#N)C(=O)NCC3CCCO3)o2)cc1 (stereo unspecified)	3.3%	-14.8%	-0.1%	?	20.7%	1.0%	10.8%	4.6%	25.0%	?
COc1ccc(OC)c(NC(=O)CNC(=O)c2cccs2)c1	1.6%	-9.3%	-1.0%	-10.5%	3.3%	-0.8%	0.9%	-1.3%	-5.9%	-0.7%
CCOC(=O)N1CCC(NC(=O)c2cc3ccccn3n2)CC1	14.4%	4.6%	0.8%	9.4%	0.6%	6.8%	17.4%	-2.9%	0.0%	1.1%
COc1cccc(-n2nnc3c(=O)n(Cc4ccc(C)cc4)cnc32)c1	28.7%	8.2%	4.0%	0.5%	-2.6%	·	71.6%	4.6%	-0.8%	?
Cc1cccc(C)c1NC(=S)N(Cc1ccco1)C1CCN(C(C)C)CC1	23.6%	?	-0.6%	-10.8%	-0.7%	3.8%	0.3%	-11.0%	-2.1%	0.8%
CCCCC[C@H](O)/C=C/[C@@H]1[C@@H](C/C=C\CCCC(=O)O)[C@H]2CO[C@@H]1C2	?	-4.6%&-3.6%	-0.1%	-4.2%	-1.4%	-17.1%	0.0%	-4.4%	1.6%	-5.0%
CCOc1cc(C(=O)Nc2ccc(NC(C)=O)cc2)ccc1OCC(=O)N1CCCCC1	-1.0%	0.6%	-8.2%	-12.2%	-2.5%	-19.4%	-22.0%	-2.8%	-4.3%	?
CC(C(N)=O)N1C(=O)C2C3C=CC(C3)C2C1=O (stereo unspecified)	?	·	-5.1%	-7.4%	-1.6%	·	-4.1%	-4.2%	0.8%	0.0%
COc1ccccc1NC(=O)COC(=O)CCS(=O)(=O)c1ccc(C)cc1	-3.0%	0.5%	-3.1%	4.0%	-1.5%	-0.4%	0.0%	-1.4%	4.3%	-17.7%
C[C@H](NS(=O)(=O)c1ccccc1F)C(=O)OCC(=O)Nc1ccc2c(c1)OCCO2	·	·	3.5%	·	·	0.9%	13.6%	4.8%	·	·
CC(C)(C)c1ccc(C(=O)NC(=S)NCc2cccnc2)cc1	-5.4%	-10.9%	-3.0%	-8.7%[11.5 µM]	12.6%	-6.1%	-30.8%	19.5%	3.4%	23.9µM*
CCCCC(=O)NCCc1cc2c(OC)ccc(OC)c2[nH]c1=O	0.5%	-10.3%	1.6%	10.0%	-6.0%	-2.0%	15.9%	0.4%	0.1%	2.6%
CC(=O)N1CC(=O)N(c2ccccc2)C1=O	-10.8%	-4.9%	0.3%	0.5%	-2.9%	25.3%	22.4%	·	-0.2%	-0.6%
CCn1nccc1C(=O)Nc1cccc(C)c1C	8.5%	7.4%	-1.0%	-4.3%	4.7%	0.1%	2.2%	?	1.7%	-14.5%
O=[N+]([O-])c1cccc(S(=O)(=O)NC2CC3CCC2C3)c1 (stereo unspecified)	0.3%	8.4%	1.9%	?	-2.0%	2.4%	-3.5%	24.5%	0.6%	-9.1%
Cc1ccc(OCC(=O)Nc2ccc3c4c(cccc24)CC3)c(C)c1	-3.3%	-6.8%	0.2%	-7.4%	0.3%	4.9%	-7.8%	-6.3%	3.2%	8.0%
CCN(CC)S(=O)(=O)c1ccc2c(c1)nc(SCC(=O)NCC1CCCO1)n2CC (stereo unspecified)	·	·	-7.1%	·	0.5%	2.0%	-18.3%	1.9%	-0.3%	3.7%
CCCc1nnc(NC(=O)CN2C(=O)c3ccccc3C2=O)s1	-0.1%	-10.4%	3.2%	-3.4%	3.3%	-0.1%	-10.2%	-23.1%	-0.3%	1.6%
Cn1c(=O)[nH]c(=O)c2c1nc(Br)n2CCCSc1nc2ccccc2o1	17.1%	1.6%	?	-1.2%	0.5%	·	-98.7%[inhibitor]	9.7%	-3.5%	6.0%
Cc1ccc(Nc2ncc(C(=O)NCCCN3CCN(C)CC3)c3ccccc23)cc1Cl	9.2%	-11.2%	0.5%	17.6%	-3.8%	-12.6%	-10.2%	-3.6%	-1.7%	-4.7%
COc1ccc(/C=N/S(=O)(=O)c2cccs2)cc1	-20.8%	4.0%	-2.9%	-1.5%	-0.2%	2.3%	-1.9%[1.84 µM]	-4.1%	-1.8%	-0.7%
O=C(NCC1CCCO1)c1cccc(NS(=O)(=O)c2ccc(Br)cc2)c1 (stereo unspecified)	·	·	-3.0%	·	-1.0%	-1.9%	-12.6%	-5.8%	-9.0%	3.4%
CCn1c(=O)c2cc(C(=O)NCCC(C)C)sc2c2ccccc21	24.9%	-5.4%	-0.2%	9.2%	-6.1%	-1.1%	-39.5%	-3.0%	-6.9%	-1.4%

Sorted by molar mass (high to low): part of the list above
SMILES	RORg inh	Gal4-VP16 FLuc	ELG1 genotox	MBNL1-CUG inh	NPC1 promoter act	uPA surface inh	BRCA1 expr act	p53 reactivator	Rab9 promoter act	FLuc modulator
Cc1ccc(Nc2ncc(C(=O)NCCCN3CCN(C)CC3)c3ccccc23)cc1Cl	9.2%	-11.2%	0.5%	17.6%	-3.8%	-12.6%	-10.2%	-3.6%	-1.7%	-4.7%
CCn1c(=O)c2cc(C(=O)NCCC(C)C)sc2c2ccccc21	24.9%	-5.4%	-0.2%	9.2%	-6.1%	-1.1%	-39.5%	-3.0%	-6.9%	-1.4%
CCCc1nnc(NC(=O)CN2C(=O)c3ccccc3C2=O)s1	-0.1%	-10.4%	3.2%	-3.4%	3.3%	-0.1%	-10.2%	-23.1%	-0.3%	1.6%

The order is random (roughly 13% active in at least one column).
